High-throughput results as filed in PubChem.
BH1578 lux ind = inducers of Vibrio cholerae quorum light production without autoinducers, primary screen, BH1578 luxS cqsA deficient, single point; V. cholerae BH1578 lux reporter, luminescence, 6 h; activation, % at 18.7 µM; 350,000 tested, 0.16% active; AID 588436, 2011; in the data active means activation mostly above about 9.7%, no sharp cut-off; further: not every result past the cut was called active; inactives centre near 0; reference of the scale not given here
3CLpro inhibitor = SARS-CoV 3CLpro protease inhibitors, primary screen, biochemical, quenched FRET | Replicase polyprotein 1ab (Severe acute respiratory syndrome coronavirus), P0C6X7 | recombinant SARS-CoV 3CLpro, quenched FRET peptide cleavage | 290,000 tested, 0.14% active | inhibition, % at 6 µM; in the data active means inhibition above about 12%
Rv3671c protease = Rv3671c serine protease inhibitors, primary screen, biochemical, fluorescence polarization, M. tuberculosis H37Rv | AID 2606, 2010 | 320,000 tested, 0.048% active | inhibition, % at 5.96 µM; in the data active means inhibition above about 38%;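 further: extracellular domain of Rv3671c used as enzyme; 0% = enzyme with DMSO and 100% = no enzyme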
Target sequence (P9WHR9 whole entry, looked up, the tested form may be a part): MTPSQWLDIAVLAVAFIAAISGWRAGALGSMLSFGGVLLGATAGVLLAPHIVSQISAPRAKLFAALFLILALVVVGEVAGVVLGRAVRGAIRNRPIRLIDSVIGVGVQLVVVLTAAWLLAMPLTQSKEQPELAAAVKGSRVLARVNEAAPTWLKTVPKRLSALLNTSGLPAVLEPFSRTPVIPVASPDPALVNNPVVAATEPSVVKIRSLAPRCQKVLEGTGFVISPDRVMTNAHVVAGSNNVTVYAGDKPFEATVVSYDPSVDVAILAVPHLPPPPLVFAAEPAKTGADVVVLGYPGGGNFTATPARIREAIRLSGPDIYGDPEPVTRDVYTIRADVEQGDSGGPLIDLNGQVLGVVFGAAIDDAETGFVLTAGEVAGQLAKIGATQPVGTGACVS
CCHF vOTU inh = CCHFV vOTU protease inhibitors, primary screen, biochemical, Pep-AMC substrate, fluorescence. inhibition, % at 11.5 µM. AID 651958, 2012. 370,000 tested, 0.55% active; in the data active means inhibition above about 30%; further: 0% = vehicle wells with enzyme and 100% = no enzyme wells
PrPC TRFRET = inhibitors of human cell surface prion protein PrPC, primary screen, cell-based, TR-FRET. 370,000 tested, 0.43% active. TR-FRET read-out. inhibition, % at 13.8 µM. AID 720596, 2013; in the data active means inhibition above about 24%; further: 0% = median of the test wells and 100% = reference compound wells
DUSP3 inh = VHR1 phosphatase inhibitors, primary screen, biochemical, absorbance, uHTS | Dual specificity protein phosphatase 3 (Homo sapiens), P51452 | recombinant VHR phosphatase, pNPP absorbance | inhibition, % at 13.3 µM | 290,000 tested, 0.52% active; in the data active means inhibition above about 50%; further: some compounds called inactive have numbers as strong as hits
Target sequence (P51452 whole entry, looked up): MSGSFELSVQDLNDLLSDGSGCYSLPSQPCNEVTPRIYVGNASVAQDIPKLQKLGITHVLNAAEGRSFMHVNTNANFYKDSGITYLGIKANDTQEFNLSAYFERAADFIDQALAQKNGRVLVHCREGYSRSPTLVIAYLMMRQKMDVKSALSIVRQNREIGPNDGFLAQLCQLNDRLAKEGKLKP
PriA SSB inh = inhibitors of Klebsiella pneumoniae PriA binding to SSB C-terminal tail, primary screen, biochemical, AlphaScreen; AlphaScreen SSBct-PriA binding, biotinylated peptide; PriA–SSB C-terminal tail interaction (Klebsiella pneumoniae); 430,000 tested, 0.6% active; inhibition, % at 33 µM; AID 1272365, 2023; in the data active means inhibition mostly above about 37%, no sharp cut-off; inactive means mostly below about 20%;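 further: plate controls were negative control peptide for no effect and reference peptide for full effect; strong numbers were not always called active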
TcdB inh = TcdB glycohydrolase inhibitors, primary screen, biochemical, single point, plate reader. Toxin B (Clostridioides difficile), P18177. inhibition, % at 9.99 µM. AID 652162, 2013. 350,000 tested, 0.24% active. TcdB glycohydrolase enzymatic assay; in the data active means inhibition above about 10%
MazEF act = activators of E. coli MazEF toxin-antitoxin RNase, primary screen, biochemical, fluorescence, uHTS | Endoribonuclease toxin MazF (Escherichia coli (strain K12)), P0AE70 | FAM/BHQ RNA-DNA oligo cleavage fluorescence, 5 h | activation, % at 20 µM | 350,000 tested, 0.32% active | AID 504720, 2011; in the data active means activation above about 50%
Target sequence (P0AE70 whole entry, looked up): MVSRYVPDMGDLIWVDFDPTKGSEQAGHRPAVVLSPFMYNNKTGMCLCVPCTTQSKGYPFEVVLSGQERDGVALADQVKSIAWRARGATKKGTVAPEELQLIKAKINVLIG
Yp Topo-I inh = Yersinia pestis topoisomerase I inhibitors, primary screen, biochemical, cleavage product accumulation, plate reader, single point; Y. pestis Topo-I cleavage product accumulation; 360,000 tested, 0.064% active; AID 504884, 2011; activity, % at 10 µM; DNA topoisomerase I (Yersinia pestis CO92); in the data active means activity above about 50%, passing the limit was not always enough; further: inactives centre near 2
An asterisk follows results filed as active; i = inactive; . = not tested or not shown; & = joins results of further samples.

SMILES	BH1578 lux ind	3CLpro inhibitor	Rv3671c protease	CCHF vOTU inh	PrPC TRFRET	DUSP3 inh	PriA SSB inh	TcdB inh	MazEF act	Yp Topo-I inh
CC(=O)Nc1ccccc1C(=O)C(=O)Nc1ccc(C(=O)N2CCOCC2)cc1	i	0	12	4	-4	6	4	0.4	-13	-4
CC1CCN(C(=O)c2ccc3c(c2)OCO3)CC1	i	0	-12	-3	3	0	-12	2.3	-2	13
O=C(COc1cccc2ccccc12)N1c2ccccc2CCc2ccccc21	i	6	-22	-7	8	29	11	.	3	39
Cn1c(N)c(C(=O)COC(=O)Cc2ccc(Cl)cc2Cl)c(=O)n(C)c1=O	i	.	.	7	-5	.	-6	-0.8	1	5
Cn1cnc2cc(OC(=O)c3ccccc3)ccc21	-12	15*	3	-17	0	9	-4	.	1	3
Cc1ccc(C(C)CCN2CCC(n3nccc3NC(=O)c3ccccc3)CC2)o1 (stereo unspecified)	.	-4	-2	10	-11	53*	8	1.3	10	10
COC(=O)[C@H](C)NC(=O)COc1ccccc1	0.8	3	4	0	-2	20	-5	-3.1	-4	-1
C=CCSc1nnc(-c2ccc(Cl)cc2Cl)o1	-1.0	-2	1	-7	1	11	-24	.	-8	2
O=C(COc1ccccc1F)NC1CC1	-0.1	-1	5	-2	-3	-8	1	0.1	7	-7
CCc1nnc(NC(=O)C2=CCN(S(=O)(=O)c3ccccc3)CC2)s1	i	4	6	12	9	26	-10	0.9	10	6
CC(=O)O/N=C1\C(=O)N(Cc2ccc(C)cc2)c2ccccc21	11	-1	.	11	-7	17	.	0.0	7	1
O=C(c1ccc2[nH]c3c(c2c1)CCCC3)N1CCN(c2ccc(F)cc2)CC1	-0.2	-3	12	1	8	6	0	.	-2	5
O=C1NC(Cc2ccccc2)c2nc3ccccc3c(=O)n2-c2cc3ccccc3cc21 (stereo unspecified)	-0.5	.	.	-1	2	.	.	0.6	-14	51*
CC(C(=O)NC1CCCC1)N(Cc1ccc2c(c1)OCO2)C(=O)c1snc(C(N)=O)c1N (stereo unspecified)	-0.4	-5	-1	-2	3	0	-16	.	9	5
O=C(CNC(=O)c1cccs1)c1ccc(F)cc1	-0.3	-2	2	7	-2	0	6	.	3	0
C/C(=N/NC(=O)C(O)(c1ccccc1)c1ccccc1)c1ccc([N+](=O)[O-])o1	-0.3	6	0	-4	-14	6	.	9.8	10	-2
COCc1c(C(=O)OCc2nc(N)nc(Nc3ccccc3C)n2)oc2ccccc12	i	1	-3	0	4	3	11	.	6	3
COc1cccc(Nc2nc3cc(C)ccc3cc2C)c1	i	.	.	7	1	.	.	0.4	7	-1
COc1ccc(C(=O)CC(=O)C(=O)Nc2ccc(C)c(C)c2)cc1	i	2	-3	23	8	-10	-6	-0.1	-11	-6
C=CCN(CC=C)C(=S)Nc1ccc(OC)c(OC)c1	i	9	-9	-3	-2	4	5	0.6	-2	2
O=C(N/N=C1\CC2CC=CC12)c1ccc(O)cc1 (stereo unspecified)	1.0	4	-6	-15	4	5	.	-1.3	-17	6
Cc1ccc(C)c(C(=O)COC(=O)c2nn(C)c(=O)c3ccccc23)c1	-0.6	.	-5	20	-5	.	-11	0.1	9	30
CCCCN(CCCC)C(=O)CN(C)S(=O)(=O)c1ccc2c(c1)n(C)c(=O)c(=O)n2C	-0.5	1	-4	-19	-2	9	-4	4.2	3	5
Cc1ccc(C)c2nc(SCC(=O)N3CCCc4ccccc43)c(C#N)cc12	-0.2	1	-4	6	3	6	-2	.	-1	1
Cc1ccc(S(=O)(=O)/N=C(/Nc2nc(C)cs2)c2ccccc2)cc1	i	.	3	38*	4	.	.	0.6	5	-2
COc1ccc(NC(=O)/C=C/c2ccc(S(=O)(=O)N3CCOCC3)cc2)cc1	i	.	-5	3	-7	.	-11	1.4	-9	3
CCSc1ncc(/C=N/Nc2ccccc2)n1C	0.3	0	3	12	6	2	.	.	2	13
COC(=O)C1=C(N)OC2=C(C(=O)CCC2)C1c1ccccc1OC (stereo unspecified)	-0.6	3	10	-11	-7	-2	0	1.4	5	-6
[N-]=[N+]=NC(c1ccccc1)c1nc2ccccc2[nH]c1=O (stereo unspecified)	0.6	0	2	-14	11	10	-2	1.8	4	2
C=CCC1(CC=C)CCCN1C(=O)c1ccc2oc(CCCC)nc2c1	0.5	.	.	17	6	.	.	0.6	-2	44
Cc1noc(C)c1NC(=O)N(C)C[C@H]1Oc2ccc(NC(=O)C3CC3)cc2C(=O)N([C@H](C)CO)C[C@@H]1C	-0.3	.	4	2	1	.	-1	-0.1&4.3	-1	-2
CC(C)(C)[C@H]1COC(=O)CC/C=C\C[C@H](CC(=O)N(CCO)Cc2ccccc2)C(=O)N1	i	.	1	-6	0	.	1	-0.6	-1	4
Nc1cnccc1Oc1cccc(C(F)(F)F)c1	-0.5	.	10	-14	-6	.	-5	1.6	7	1
COc1ccc(NC(=O)C2=Cc3ccccc3OC2)cc1	-0.2	2	-6	0	-1	29	-4	0.9	8	-1
Cc1ccccc1-c1nc(SCc2ccccn2)c2c(=O)n(C)c(=O)n(C)c2n1	-0.1	1	0	-4	0	1	-5&-5	-1.0	-29	1
COCCn1ccc2c(OCC(=O)Nc3cc(OC)ccc3OC)cccc2c1=O	-5.6	.	5	-1	2	.	0	1.3	2	8
O=C(NCc1cccs1)c1noc2c1CCCC2	-0.3	-2	2	-14	1	6	-3	.	2	-6
C[C@@H]1CN([C@@H](C)CO)C(=O)c2cc(Br)cnc2O[C@H]1CN(C)Cc1ccccc1C(=O)O	-0.3	.	.	-6	0	.	.	1.9&-7.1	8	8
COC(=O)CSc1nnc(CNc2ccc(Cl)cc2)n1-c1ccccc1	i	-1	4	-9	4	28	-1	.	5	17
Cc1ccc(NC(=O)COC(=O)c2ccc(S(=O)(=O)N3CCCC3)cc2)cc1	i	.	.	11	-1	.	2	0.9	-5	-3
CC(C)=CCCC1(C)C=Cc2c(c(C)cc3c2[nH]c2cc(O)ccc23)O1 (stereo unspecified)	-0.3	.	14	16	6	18	20	-0.9	9	-33
Cc1ccc(-c2noc(CCC(=O)Nc3cccc(C(=O)NC4CC4)c3)n2)cc1	-0.2	.	.	-4	0	.	.	1.8	-2	3
CCOc1ccc(N(CC(=O)NC2CCCCC2)S(=O)(=O)c2ccccc2)cc1	-0.2	0	-4	-6	2	6	-11	-1.3	4	4
O=C(CCc1nc2ccccc2c(=O)[nH]1)N1CCN(S(=O)(=O)c2cccc(F)c2)CC1	i	-1	7	7	2	17	-2	-0.4	0	7
Cc1cc(C)n(C(C)CNS(=O)(=O)c2ccccc2)n1 (stereo unspecified)	-0.3	-3	3	-10	2	12	-10	0.5	5	4

One compound at a time, from the list above:
Shown for Cc1ccc(-c2noc(CCC(=O)Nc3cccc(C(=O)NC4CC4)c3)n2)cc1 = BH1578 lux ind = -0.2; 3CLpro inhibitor = .; Rv3671c protease = .; CCHF vOTU inh = -4; PrPC TRFRET = 0; DUSP3 inh = .; PriA SSB inh = .; TcdB inh = 1.8; MazEF act = -2; Yp Topo-I inh = 3
Shown for Cc1ccc(C)c(C(=O)COC(=O)c2nn(C)c(=O)c3ccccc23)c1 = BH1578 lux ind = -0.6; 3CLpro inhibitor = .; Rv3671c protease = -5; CCHF vOTU inh = 20; PrPC TRFRET = -5; DUSP3 inh = .; PriA SSB inh = -11; TcdB inh = 0.1; MazEF act = 9; Yp Topo-I inh = 30
Shown for O=C(CCc1nc2ccccc2c(=O)[nH]1)N1CCN(S(=O)(=O)c2cccc(F)c2)CC1 = BH1578 lux ind = i; 3CLpro inhibitor = -1; Rv3671c protease = 7; CCHF vOTU inh = 7; PrPC TRFRET = 2; DUSP3 inh = 17; PriA SSB inh = -2; TcdB inh = -0.4; MazEF act = 0; Yp Topo-I inh = 7

(next part)
SMILES	BH1578 lux ind	3CLpro inhibitor	Rv3671c protease	CCHF vOTU inh	PrPC TRFRET	DUSP3 inh	PriA SSB inh	TcdB inh	MazEF act	Yp Topo-I inh
COc1ccc(C)cc1NC(=O)Cn1cnnn1	-0.9	2	7	-3	10	36	0	.	8	2
N=c1c(-c2nc3ccccc3[nH]2)cc(C(=O)c2ccco2)nn1-c1ccccc1	i	1	10	-8	-18	-6	15	2.1	-1	0
C[C@H](CO)N1C[C@H](C)[C@H](CN(C)C(=O)Oc2cccc3ccccc23)OCc2cnnn2CCCC1=O	-0.3	.	.	0	3	.	.	-0.1&0.0	2	5
CS(=O)(=O)N1CC(C(=O)NN)Oc2ccc(Cl)cc21 (stereo unspecified)	0.2	7	-6	-6	6	22	0	.	2	-2
CC(NCc1ccc(-c2ccccc2)cc1)C(O)c1ccccc1 (stereo unspecified)	-2.7	6	2	-7	3	2	13	2.3	7	2
CCOC(=O)c1sc(NC(=O)c2ccc(S(=O)(=O)N3CCCCC3)cc2)nc1-c1ccccc1	-1.4	3	-4	-15	-2	-7	-5	.	-9	-9
Cc1cc(C2N=C(N)Nc3nc4ccccc4n32)c(C)n1-c1ccccc1Cl (stereo unspecified)	-0.3	2	1	8	10	7	35	.	-17	19
CCOC(=O)C(C(=O)OCC)C(Nc1ccc(Br)cc1)c1ccccc1 (stereo unspecified)	0.0	4	7	-7	9	24	-19	.	-16	6
Cc1ccc(OCC(=O)NCCNC(=O)c2cccnc2)cc1C	-0.9	-4	-12	5	10	38	3	-3.6	4	0
CCC(=O)OCCNc1nc(-c2ccccc2)nc2ccccc12	2.0	4	-6	-7	6	8	-15	2.2	4	10
O=C(CN1CCCCC1)NNC(=O)c1cccc(Br)c1	-0.5	-1	3	15	1	6	-1	-6.4	3	0
Cc1ccccc1NC(=O)c1c(C)[nH]c(=S)c(C#N)c1-c1ccco1	-0.2	2	2	10	-4	12	-3	0.2	-7	-3
CC(=O)Nc1ccc(S(=O)(=O)N2CCN=C2SCc2cccnc2)cc1	0.0	2	6	2	-2	23	-1	1.1	-1	-3
COc1ccc(S(=O)(=O)N2CCN(C)CC2)c2ccccc12	i	3	-4	-1	-1	19	-3	0.6	-7	-3
Cc1ccc(C(=O)N/C(=C\c2sccc2C)C(=O)NCc2ccncc2)cc1	-0.8	4	-3	19	10	21	0	.	2	-1
CC(=O)c1cccc(NC(=O)CN(C)Cc2ccc(OC(F)F)cc2)c1	i	1	1	-4	-4	20	-13	0.2	1	6
Cc1ccccc1C(=O)Nc1ccnn1C1CCN(Cc2ccccn2)CC1	-0.7	4	-6	4	-5	2	0	0.9	-4	14
COc1ccc(N2CCN(Cc3nc(N)nc(Nc4ccc(C)c(Cl)c4)n3)CC2)cc1	i	-5	0	6	17	4	49	.	2	-9
COC(=O)c1ccc(NC(=O)C(=O)N2CCCC2)cc1	-1.3	-4	0	7	-2	19	-16	.	-1	-3
O=C(Cc1cccc2ccccc12)N1CCCc2ccccc21	i	1	-5	6	-6	2	-22	.	-10	46
Cc1ccc(N2C(=O)N3[C@H](c4ccc(Cl)cc4)[C@@H]4C(=O)N(C5CCCCC5)C(=O)[C@@H]4[C@]3(Cc3ccccc3)C2=O)cc1	i	4	-14	1	-3	1	-2	0.8	-3	14
COc1ccc(C(=O)SC2=NCCS2)cc1	-1.8	6	-3	-9	-1	13	-4	0.0	-11	-3
Cc1ccc2c(c1)[C@H]1[C@H](CO2)[C@H](c2ccccc2)[C@]2(C)C(=O)Nc3ccccc3C(=O)N12	-0.4	.	-16	12	11	.	6	0.6	-7	7
CN(C)c1ccc2c(c1)OC(N)=C(C#N)C2c1cccc(F)c1 (stereo unspecified)	1.0	-3	-7	.	.	-29	37	.	52*	4

These rows are one share of the data; rates above refer to the full screens.
